# Source: PubChem (several laboratories)
# pCIP destab = p/CIP-EGFP fusion destabilizers, primary screen, fluorescence, F442A cells. Q05BA5. 16 h. decrease of EGFP signal, % at 10 µM. actives 0.01% (n = 290,000);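 active means EGFP signal decrease of at least 30% at 10 µM or well 3 SD below plate mean, unless failing retest; inactive means the rest, including hits failing retest or dose response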; further: some compounds called inactive have numbers as strong as hits; many of its hits are not listed in these tables
# CRFBP-R2 block = antagonists of CRF-BP/CRF-R2 complex, primary screen, cell-based, HEK293, calcium dye fluorescence, uHTS; actives 0.59% (n = 350,000); CRF-induced calcium fluorescence; inhibition, % at 11.8 µM;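 active means inhibition of the ligand-induced calcium signal above about 50% at the single tested concentration, limit read from the data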
# IDE inh = human IDE inhibitors in live cells, primary screen, fluorescence polarization, HEK cells, FAbetaB substrate; actives 0.41% (n = 320,000); FAbetaB cleavage; inhibition, % at 5.59 µM; AID 434962, 2010;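 active means percent inhibition above the average of all tested compounds plus 3 SD, set per screening campaign, cut at about 16% in these data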;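 further: IDE supplied by intact live HEK cells; FP after avidin binding of uncleaved biotin substrate so inhibition keeps polarization high; 0% = DMSO wells and 100% = 60 µM reference IDE inhibitor Ii1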
# IDE act = human IDE activators in live cells, primary screen, fluorescence polarization, HEK cells, FAbeta-B substrate | AID 493087, 2011 | activation, % at 5.96 µM | Insulin-degrading enzyme (Homo sapiens), P14735 | actives 0.073% (n = 340,000) | FAbeta-B cleavage; 0% vehicle, 100% cell-free pure enzyme wells;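 active means activation above the mean of all tested compounds plus 3 SD, set per screening campaign, cut at about 17% in these data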
# GalR3 antagonist = GalR3 antagonists in HEK293 cells, primary screen, cell-based, fluorescence readout; HEK293 GalR3-CNG cAMP membrane potential fluorescence; galR3 body fused to GalR1 C-terminus; AID 651719, 2012; actives 0.44% (n = 360,000); inhibition, % at 3 µM; Galanin receptor type 3 (Homo sapiens), O60755;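 active means inhibition above the screen-wide average plus 3 SD, cut at about 13% in these data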;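 further: forskolin and galanin both at EC90 stimulate the cells; cAMP rise reported by CNG channel membrane potential dye signal; 0% = forskolin plus galanin with DMSO and 100% = forskolin alone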
# CHRM4 PAM = human M4 muscarinic receptor positive allosteric modulators, primary screen, CHO-K1 cells, Fluo-8 calcium fluorescence; Muscarinic acetylcholine receptor M4 (Homo sapiens), P08173; CHO-K1 hM4/Gqi5, ACh EC20; 0% = ACh EC20, 100% = maximal ACh; activation, % at 3 µM; actives 0.4% (n = 360,000); AID 624126, 2012;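 active means activation above its plate's cutoff, the mean activation of sample wells plus 3 SD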; further: some results filed as inactive read as strong as hits
# CRFR2-BP ag = agonists of CRF-BP/CRF-R2 complex, primary screen, cell-based, HEK293, calcium dye fluorescence, uHTS | CRF-binding protein / CRF receptor 2 complex (human) | calcium dye fluorescence (FLIPR); percent of saturating CRF peptide response | activation, % at 13.2 µM | actives 0.46% (n = 350,000);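 active means activation of at least 50%, plus an integration ratio under a set limit after plate pattern correction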;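 further: plate controls were neutral control wells without compound for no effect and CRF at EC100 for full effect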
# MEKK3 PB1 HTS = modulators of MEKK3-MEK5 PB1 binding, primary screen, biochemical, wildtype MEKK3, multiplex bead flow cytometry, Alexa488-MEK5; Mitogen-activated protein kinase kinase kinase 3 (Homo sapiens), Q99759; bead-based flow cytometry, Alexa488-MEK5 binding to MEKK3; actives lie on both sides; 0 = blocked by unlabeled MEK5, 100 = vehicle; binding response (% of control), % at 10 µM; actives 1.4% (n = 290,000);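 active means binding response more than 3 SD above or below the average of its plate-row segment, actives on both sides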;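 further: Alexa488 bead fluorescence after subtracting the streptavidin-only scavenger bead signal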
# Target sequence (Q99759 whole entry, looked up): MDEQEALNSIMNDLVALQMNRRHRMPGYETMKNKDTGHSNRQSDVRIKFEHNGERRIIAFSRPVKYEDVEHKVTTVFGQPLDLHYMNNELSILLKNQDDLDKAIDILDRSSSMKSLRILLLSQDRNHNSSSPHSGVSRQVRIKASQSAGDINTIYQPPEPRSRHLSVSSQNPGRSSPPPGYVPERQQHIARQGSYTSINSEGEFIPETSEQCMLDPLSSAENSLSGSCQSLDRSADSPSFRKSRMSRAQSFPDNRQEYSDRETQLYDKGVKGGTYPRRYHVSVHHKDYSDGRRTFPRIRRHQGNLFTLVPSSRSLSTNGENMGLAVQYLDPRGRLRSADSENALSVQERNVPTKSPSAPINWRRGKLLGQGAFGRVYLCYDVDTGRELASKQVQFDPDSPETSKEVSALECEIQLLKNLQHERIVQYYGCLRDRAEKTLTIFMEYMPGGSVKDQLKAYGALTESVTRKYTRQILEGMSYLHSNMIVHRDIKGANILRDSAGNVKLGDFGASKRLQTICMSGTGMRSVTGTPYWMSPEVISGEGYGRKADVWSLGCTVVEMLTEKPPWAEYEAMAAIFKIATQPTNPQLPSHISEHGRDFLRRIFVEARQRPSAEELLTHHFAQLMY
# PHOSPHO1 inh = PubChem AID 1565 | Phosphoethanolamine/phosphocholine phosphatase (Homo sapiens), Q8TCT1 | recombinant PHOSPHO1, absorbance phosphatase assay | inhibition, % at 13.3 µM | actives 1.1% (n = 290,000); in the data active means inhibition above about 60%
# Target sequence (Q8TCT1 whole entry, looked up): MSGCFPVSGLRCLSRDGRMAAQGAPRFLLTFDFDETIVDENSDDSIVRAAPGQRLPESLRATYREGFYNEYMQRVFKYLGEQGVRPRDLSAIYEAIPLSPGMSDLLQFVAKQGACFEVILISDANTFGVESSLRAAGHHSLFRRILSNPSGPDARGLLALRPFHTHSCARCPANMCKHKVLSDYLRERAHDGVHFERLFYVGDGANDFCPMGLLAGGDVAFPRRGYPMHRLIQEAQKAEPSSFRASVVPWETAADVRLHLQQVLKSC
# The depositor's hits bear a star; . = no result given. An unsorted share of the library. Share with any hit: about 4.2%.
structure,pCIP destab,CRFR2-BP ag,CHRM4 PAM,PHOSPHO1 inh,IDE inh,GalR3 antagonist,CRFBP-R2 block,IDE act,MEKK3 PB1 HTS
Cc1cccn2c(=O)c(C(=O)NCCCN3CC(C)CC(C)C3)c(O)nc12 (centres undefined),.,1.8,4,.,1,-5,-4,-5,.
CC1(C)CN(CCc2ccccc2)C(=O)[C@H]1CC(=O)Nc1ccccc1,.,-1.3,-2,.,.,-7,-4,.,.
O=C1N(c2ccccc2)C[C@@H]2C[C@@H](c3cccc4c3OCO4)N3CCC[C@@]123,-13,3.5,-17,50,-3,-6,5,0,97
COc1ccc(-c2nc3ccccc3c(=O)n2NC(=O)c2cccnc2Cl)cc1OC,-7,-1.2,3,3,-1,-4,6,1,90
CCN(CC)C(=O)CSc1nnc(COc2ccccc2)n1N,14,1.6,7,-2,-2,-4,3,4,99
COCCn1c(SCC(=O)NCc2ccc(F)cc2)nc2ccccc21,-4,-0.9,1,17,1,-9,-6,-1,103
CCCCOc1ccc(N(CC(=O)NCCOC)C(=O)CCC(=O)Nc2ccccn2)cc1,4,-1.2,-3,.,2,-3,3,5,102
CCOc1cc(C(N)=O)cc(Br)c1OCc1ccccc1,-11,-2.4,3,16,3,-3,11,0,100
CC1(C)Cc2nc3sc(C(=O)NCCCO)c(N)c3cc2CS1,-11,-1.2,9,16,11,-5,0,-6,103
COc1cc2c(cc1OC)C(Cc1ccc(O)cc1)NCC2 (centres undefined),-6,-1.8,24,4,-4,-5,-9,-1,102
C/C(CC(=O)Nc1ccc2c(c1)OCO2)=N\NC(=O)c1ccccc1N,3,-1.7,0,20,8,-4,-2,.,101
CC[N+]1(C)[C@@H]2CC[C@H]1CC(OC(=O)[C@H]1CCC(C(=O)OC3C[C@H]4CC[C@@H](C3)[N+]4(C)CC)(c3ccccc3)c3ccccc31)C2 (some centres undefined),.,1.2,-3,.,2,-4,-14,5,.
Cc1ccc(OCCC(=O)OCC(=O)N2CCN(S(=O)(=O)c3ccc(C)cc3C)CC2)cc1,.,4.4,3,.,2,-4,-3,2,.
Cc1ccccc1-n1nnnc1SCC(C)C,17,-0.5,8,20,9,0,-2,-1,96
CCOC(=O)CSc1nnc(-c2ccoc2C)n1-c1ccc(OCC)cc1,10,-2.4,3,16,4,-1,13,1,101
CC(=O)NCCC(=O)N1CCCC(CNC(=O)c2ccc(-c3ccccc3)cc2)C1 (centres undefined),-6,-1.2,-3,-3,10,-5,25,-4,98
C[C@H](CO)N1C[C@H](C)[C@@H](CN(C)Cc2ccc3c(c2)OCO3)Oc2cc(Br)ccc2S1(=O)=O,.,4.6,-12,.,.,-3,-15,.,.
COc1ccc(N2CCN(S(=O)(=O)CCNC(=O)c3ccc(Br)o3)CC2)cc1,0,-1.0,-2,65*,-2,3,-4,-2,102
CSc1ncccc1C(=O)OCC(=O)c1cc(C)n(CC2CCCO2)c1C (centres undefined),-7,-3.4,-6,10,0,-7,38,5,99
Cc1oc(-c2ccccc2F)nc1CN1CCC(C(=O)NCc2cccnc2)CC1,-12,-0.8,-8,5,-3,0,-8,2,102
Cc1nnc(NC(=O)C2CCCN(c3ncccn3)C2)s1 (centres undefined),9,0.1,1,-12,7,-4,56*,2,100
CCCCn1c(N)c(N(CC(C)C)C(=O)Cc2ccc3c(c2)OCCO3)c(=O)[nH]c1=O,.,13,6,.,3,-2,5,-2,.
CC(=O)Nc1ccc(NC(=O)C(C)OC(=O)CCCOc2ccc(Cl)cc2C)cc1 (centres undefined),.,-0.4,1,.,6,-2,24,1,.
O=C(CCCCCn1c(=S)[nH]c2cc3c(cc2c1=O)OCO3)N1CCN(c2ccc(F)cc2)CC1,-17,-0.2,2,7,3,2,8,-1,100
Fc1ccc(Nc2nnns2)cc1,-6,8.4,-17,4,6,5,-4,-6,105
COc1ccccc1-c1nc(SCC(=O)N2CCOCC2)n[nH]1,10,0.1,1,4,5,-6,-10,5,101
CCN(CC)S(=O)(=O)c1cccc(NC(=O)/C=C/c2ccc([N+](=O)[O-])cc2)c1,7,-1.6,-16,-5,-2,-12,9,-4,103
COc1ccc(C2=NOC(C(=O)Nc3cc(C)on3)C2)cc1 (centres undefined),0,-0.7,-1,-9,0,-1,1,1,115
CCOc1ccc(NC(=O)CN(C)C(=O)CC2OC(=O)c3ccccc32)cc1OCC (centres undefined),.,-1.1,-2,.,-3,-4,4,4,.
COc1ccc(CNC(=O)C2COc3ccccc3O2)cc1 (centres undefined),-7,-0.1,6,-3,6,0,-4,7,94

# Look-ups from the results shown:
# Value for CCOC(=O)CSc1nnc(-c2ccoc2C)n1-c1ccc(OCC)cc1 under CRFBP-R2 block: 13
# Value for CC1(C)CN(CCc2ccccc2)C(=O)[C@H]1CC(=O)Nc1ccccc1 under CHRM4 PAM: -2

# The listing continues.
structure,pCIP destab,CRFR2-BP ag,CHRM4 PAM,PHOSPHO1 inh,IDE inh,GalR3 antagonist,CRFBP-R2 block,IDE act,MEKK3 PB1 HTS
Fc1ccc2[nH]c3c(N4CCSCC4)ncnc3c2c1,-26,-0.7,-16,34,18*,-3,2,-11,102
CSCC[C@H](NC(=O)N1CCn2c1nc1ccccc12)C(=O)N[C@H](Cc1ccccc1)C(=O)O,1,1.7,3,-8,9,5,-11,3,95
CC1CCCCC12NC(=O)N(CC(=O)c1ccc[nH]1)C2=O (centres undefined),-2,1.6,15,-18,-4,-1,28,1,98
CCOc1ccc(C(=O)NCc2ccccn2)cc1,-7,-2.1,31*,-1,-1,.,2,8,107
CN(C)c1ccc(/C=[N+](\[O-])C2N(c3ccccc3)C(=S)SC2(C)C)cc1 (centres undefined),-5,-0.3,-2,5,7,-4,27,-3,97
Cn1c(CN2CCCC2)nc2cc(NC(=O)c3ccc(Cl)cc3)ccc21,15,0.7,-2,20,10,-5,15,3,104
O=C(NNC(=O)c1cnccc1C(F)(F)F)c1ccc(Cl)cc1,-24,-0.1,-10,16,2,-4,5,8,105
O=C(c1ccc(F)cc1)N(c1ccccn1)C1CCCCC1,-6,-1.1,-13,-178,0,-4,6,-4,107
C=CC(C)(C)c1c(O)c(CC=C(C)C)c(O)c2c(=O)c3ccc(O)c(O)c3oc12,.,-2.1,2,.,-3,.,7,5,100
COC(=O)c1cc(=O)n(Cc2ccc(F)cc2)c(=NCc2ccc(F)cc2)s1,-13,0.8,3,-3,-2,-6,-11,3,102
COC(=O)c1cc2nc(-c3ccccc3)cc(C(F)(F)F)n2n1,2,-0.6,-4,-9,2,-3,-12,6,109
Cc1c(C)n2c(SCC(=O)N3CCCCC3)nnc2[nH]c1=O,.,-1.1,0,.,0,-3,12,6,.
Cc1ccc2[nH]c(=O)c(C3C(C#N)=C(N)Oc4c3ccc3cccnc43)cc2c1 (centres undefined),0,-1.0,7,83*,7,-1,-71,-12,103
O=C(CSCc1ccc(Cl)cc1Cl)Nc1nccs1,7,1.4,6,0,4,-3,17,0,102
Cc1cc(C)n2nc(CC#N)c(C#N)c2n1,-5,-1.4,4,45,1,-2,5,2,86
Cc1cc(C)cc(OCc2nc3ncc(Br)cc3[nH]2)c1,.,0.8,-8,.,2,-7,1,-1,97
COc1cc(C(=O)Nc2cccc(S(=O)(=O)N3CCCC3)c2)cc(OC)c1C,-6,-1.3,-18,33,-5,14*,6,11,.
Cc1ccc(S(=O)(=O)C2(C(=O)NC3CCCCC3)CC2)cc1,7,-1.5,-1,17,1,-9,-6,1,106
O=C(Nc1ccccc1Cl)NC1(C(=O)NCCCN2CCOCC2)CCCCC1,-10,-1.4,-4,13,-5,-2,-20,1,106
COc1ccccc1Nc1nnc(SCC(=O)N2CCCC2=O)s1,6,-0.5,0,61*,2,1,3,0,98
Cc1ccccc1C(=O)N1CCC(C(=O)Nc2ccc3c(c2)OCO3)CC1,-9,-1.7,-2,-21,-3,-1,4,0,94
COC(=O)C1=C(C(=O)OC)[C@@H]2N(C)c3ccccc3[C@@]23C[C@@H](C(=O)OC)N(C(=O)COCc2ccccc2)C3=N1,0,-2.7,12,31,2,.,11,0,97
CCOC(=O)/C(C#N)=C\c1ccc(N2CCN(C)CC2)cc1,5,0.9,6,18,0,-4,-12,-2,88
CC(C)N(C(=O)/C=C/c1cccc([N+](=O)[O-])c1)C(C)C,-1,0.2,4,41,3,1,-4,0,96
CC(=O)Nc1ccc(C(=O)CSc2nnnn2C2CCCC2)cc1,-1,-0.7,3,55,6,-3,6,5,95
COc1ccc(N2CCN(C(=O)COc3ccc4c(C)cc(=O)oc4c3C)CC2)cc1,0,-1.0,4,16,-4,-10,-1,3,103
CCCCc1c(O)nc(SCC(=O)N2CCOCC2)n(-c2ccc(C)cc2)c1=O,.,2.9,-1,.,.,-5,13,.,.
CCC(=O)c1ccc(OCC(=O)Nc2ccccc2N2CCOCC2)cc1,.,-1.8,-2,.,-1,1,8,6,.
O=C(N/N=C/c1ccc2c(c1)OCO2)C(=O)Nc1cccc(Cl)c1,-18,1.6,-1,31,0,-7,0,1,98
COc1ccc(Cn2nnnc2C(c2ccccc2)N2CCN(C3CCCC3)CC2)cc1 (centres undefined),-1,0.4,9,39,.,-6,4,5,108

# Going on with the list:
structure,pCIP destab,CRFR2-BP ag,CHRM4 PAM,PHOSPHO1 inh,IDE inh,GalR3 antagonist,CRFBP-R2 block,IDE act,MEKK3 PB1 HTS
CC1CCCCC1NC(=O)C1CCC(CNS(=O)(=O)c2ccc(F)cc2)CC1 (centres undefined),3,-0.9,-10,29,6,-12,-5,2,105
O=C(CNC(=O)c1cccc(Br)c1)N/N=C/c1ccc[nH]1,8,-0.2,-3,37,-5,-5,3,4,98
N#Cc1cc(Oc2ccccc2)c(-n2nnc3ccccc32)cc1C#N,-6,-0.7,-5,2,4,8,-11,5,107
OCC1OC(n2cnc3c(SCc4ccccc4)nc(NO)nc32)C(O)C1O (centres undefined),.,-1.6,-11,.,.,-3,-16,.,.
CCSc1nc(C)c(C)c(=O)[nH]1,-3,0.3,-4,5,.,-6,-16,5,104
Cc1cccc(OCCCC(=O)NCc2ccco2)c1,-36,-8.2,6,15,-2,.,-28,4,99
O=C(NNc1c(F)c(F)cc(F)c1F)c1ccco1,.,-2.7,6,.,4,3,-4,-2,.
C=CCN1C(=O)C2(OCCCO2)c2cccc(C)c21,-13,0.3,4,34,2,-10,11,1,102
CC(=O)N(C)c1ccc(NC(=O)/C=C/c2ccccc2Cl)cc1,-4,-1.5,-4,95*,5,-2,-16,1,106
COc1nc2c(C)cccc2cc1-c1noc(-c2ccco2)n1,-2,1.1,13,34,-5,0,17,0,114
COc1ccc(NC(=O)CSc2nnc(Cc3ccccc3)c(=O)n2N)c(OC)c1,.,-0.5,-1,.,3,-5,6,4,.

# Three entries from above, sorted by heavy-atom count, largest number first.
structure,pCIP destab,CRFR2-BP ag,CHRM4 PAM,PHOSPHO1 inh,IDE inh,GalR3 antagonist,CRFBP-R2 block,IDE act,MEKK3 PB1 HTS
CC(=O)N(C)c1ccc(NC(=O)/C=C/c2ccccc2Cl)cc1,-4,-1.5,-4,95*,5,-2,-16,1,106
O=C(CNC(=O)c1cccc(Br)c1)N/N=C/c1ccc[nH]1,8,-0.2,-3,37,-5,-5,3,4,98
C=CCN1C(=O)C2(OCCCO2)c2cccc(C)c21,-13,0.3,4,34,2,-10,11,1,102
